Screening results deposited in PubChem BioAssay by National Center for Advancing Translational Sciences (NCATS).
Integrin act MD: activates integrin-mediated alleviation for muscular dystrophy; alpha7betagal myoblasts, beta-gal FDG fluorescence, 48 h; Potency, µM (highest dose often 38.3 µM), inactives show at the highest dose activation, most hits filed as activators; 350,000 compounds, 0.064% hits; AID 624291;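 further: potency means the concentration at half of the fitted maximal effect; 100% = response of the positive control SU9516; nearly all actives have a fitted effect of over 60% in size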
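Alpha7betagal+/- myoblasts (passage 13) were plated 16-24 hr, then exposed to compounds (1:260 dilution of DMSO stock) for 48 hours at 37C. After MPER lysis, β-galactosidase reporter activity was read as FDG fluorescence (ex 480/em 540) after 30 minutes.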
TRPV1 agonist: activates the human vanilloid receptor TRPV1. Q8NER1. TRPV1-expressing cells, Fluo-8 calcium influx, agonist mode. activation, % at 8.33 µM. 320,000 compounds, 0.19% hits; in the data active means activation above about 80%; inconclusive means between about 30% and that limit; further: 0% is about no effect
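TRPV1-expressing cells were cultured overnight at 35.5C and loaded with Fluo-8 calcium dye for 40 to 90 min at room temperature. After a 10 s baseline, compound was added and calcium influx was read kinetically for 3 min (ex 480/em 520 nm).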
B2AR arrestin: agonists driving beta-arrestin recruitment to human beta2-adrenergic receptor | 330,000 compounds, 0.02% hits | P07550 | beta-arrestin recruitment to beta2AR, cell-based reporter | Potency, µM (highest dose often 46.1 µM), for the others: at the top dose activation, usual class: activators;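 further: potency means the concentration at half of the fitted maximal effect; 0% = DMSO controls and full agonism = EC100 isoproterenol or metaproterenol; nearly all actives have a fitted effect of over 65% in size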
Target sequence (P07550 whole entry, looked up): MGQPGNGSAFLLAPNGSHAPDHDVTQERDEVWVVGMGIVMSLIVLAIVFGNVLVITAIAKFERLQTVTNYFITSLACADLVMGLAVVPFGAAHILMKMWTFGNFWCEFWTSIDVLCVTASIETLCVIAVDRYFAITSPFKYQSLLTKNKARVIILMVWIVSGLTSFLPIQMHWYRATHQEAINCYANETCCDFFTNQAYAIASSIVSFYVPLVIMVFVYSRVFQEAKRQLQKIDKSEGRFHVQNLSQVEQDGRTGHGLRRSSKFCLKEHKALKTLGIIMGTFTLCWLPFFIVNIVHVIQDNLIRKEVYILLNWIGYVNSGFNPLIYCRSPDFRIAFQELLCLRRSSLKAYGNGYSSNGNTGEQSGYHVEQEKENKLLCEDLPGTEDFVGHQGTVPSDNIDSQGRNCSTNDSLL
p53 reactivator: re-activators of mutant p53; H1299 p53-A138V BP100-luciferase reporter, luminescence, 24 h; Potency, µM (top dose mostly 92.2 µM), inactives show at the highest dose activity change, positive = activation, usual class: activators; 320,000 compounds, 0.063% hits; AID 504706; further: potency means the concentration at half of the fitted maximal effect; % of control where 0% means no effect; nearly all actives have a fitted effect of over 45% in size
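H1299 (p53-null), stable ts p53-A138V + BP100-Luc; 1000 cells/well, Opti-MEM/10% FBS; cpd 4 pt, 1:5; 24 h, 37 deg C, 5% CO2; detection reagent 10 min RT; luminescence.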
CXXC DNA block: MLL CXXC-DNA interaction inhibition. MLL-CXXC / FITC-HOXA9 DNA fluorescence polarization. 290,000 compounds, 0.037% hits. Potency, µM (doses to about 115 µM), for the others: at the top dose activity change, negative = inhibition, usual class: inhibitors; active means well fitted inhibition curve with a large enough effect in the polarisation, with a control signal flat, not every such curve was filed as active; inconclusive means small, poorly fitted or top-dose-only effect, or effect the other way, or a change in a side signal; inactive means no such curve, though single readings can be large or run the other way; the % refers to the polarisation; further: potency means the concentration at half of the fitted maximal effect
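Purified MLL-CXXC (added from a 7 uM solution) was preincubated 5 min at ambient with pinned compounds in 50 mM Tris-HCl pH 7.5, 50 mM NaCl, 1 mM DTT, 0.05% BSA. Fluorescein-labeled HOX-A9 DNA (50 nM solution) followed, 30 min, then polarization read.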
TCR act: activates T cell receptor signaling; 330,000 tested, under 10 active; primary human leukocytes, anti-CD3, IL-2 HTRF, 48 h; AID 504894; Potency, µM (top dose mostly 9.22 µM), without a hit: at the highest dose activation of IL-2 secretion, actives largely listed as activators; further: % of control where 0% means no effect
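48 hr co-incubation of compounds, a-CD3 beads and primary human leukocytes; IL-2 quantified homogeneously by HTRF with anti-IL-2 K and d2 conjugates.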
TSG101-PTAP inh: blocks PTAP/TSG101 interaction to inhibit HIV-1 budding. Fluorescence polarization, FITC-PTAP peptide / Tsg101 binding. Potency, µM (titrated, usually from 115 µM), without a hit: top-dose activity change, negative = inhibition, most hits filed as inhibitors. Q99816. AID 493005. 340,000 tested, under 10 active; active means well fitted inhibition curve with a large enough effect in the main read-out, with a control signal flat, not every such curve was filed as active; inconclusive means small, poorly fitted or top-dose-only effect, or effect the other way, or a change in a side signal; inactive means no such curve, though single readings can be large or run the other way; further: potency means the concentration at half of the fitted maximal effect; % of control where 0% means no effect
Target sequence (Q99816 whole entry, looked up): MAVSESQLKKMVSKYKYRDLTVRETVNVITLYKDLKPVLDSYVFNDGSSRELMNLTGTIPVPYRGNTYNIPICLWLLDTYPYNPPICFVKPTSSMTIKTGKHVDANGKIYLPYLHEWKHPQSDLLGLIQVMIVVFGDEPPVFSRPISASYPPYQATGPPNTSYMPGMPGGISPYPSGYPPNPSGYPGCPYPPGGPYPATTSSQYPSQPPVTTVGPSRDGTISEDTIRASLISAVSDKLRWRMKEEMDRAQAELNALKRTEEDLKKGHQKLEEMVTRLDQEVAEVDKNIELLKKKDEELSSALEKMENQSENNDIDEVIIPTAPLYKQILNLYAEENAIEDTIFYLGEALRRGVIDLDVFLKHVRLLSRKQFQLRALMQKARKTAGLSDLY
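Fluorescence polarization binding of Tsg101 binding domain (10 uM final) to FITC-labeled PTAP peptide (50 nM final) in HEPES pH 7.5 buffer with NaCl, Tween 20, EDTA, TCEP. Compounds added before peptide; binding 20 min at RT.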
ELG1 repair inh: blocks ELG1-dependent DNA repair in HEK293T cells; 330,000 compounds, 2.3% hits; Potency, µM (doses to about 46.1 µM), for the others: at the highest dose activity change, negative = inhibition, actives largely listed as inhibitors; HEK293T ELG1-luciferase reporter, luminescence, 16 h; DNA damage induced by 5-fluorouridine; AID 504467; further: potency means the concentration at half of the fitted maximal effect; on the % scale 0 is the no-effect control and ±100 the full control effect; nearly all actives have a fitted effect of over 55% in size
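Step one: seed 2,000 cells per well. Step two: pin-transfer compound or DMSO alongside 5-fluorouridine. Step three: incubate 16 hr, 37 °C, 5% CO2. Step four: add ONE-Glo, wait 30 min, read luminescence.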
AT treatment: potential ataxia-telangiectasia treatment. Potency, µM (titrated, usually from 57.5 µM), for inactives: at the top dose activation, usual class: activators. 320,000 compounds, 0.19% hits. […] A-T fibroblasts, KAP-1 phosphorylation AlphaLISA; neocarzinostatin DNA damage 30 min before lysis. AID 485349; further: potency means the concentration at half of the fitted maximal effect; % of control where 0% means no effect; nearly all actives have a fitted effect of over 45% in size
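ATM-like activity read as KAP-1 phosphorylation via AlphaLISA donor/acceptor antibody pairs after lysis and 6 hr at 25C. Cells were ATM-null patient fibroblasts ([…], hTERT), dosed 60 min, then exposed to the DSB inducer NCS for 30 min.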
BRCA1 expr act: activators of BRCA1 expression; MCF7-BRCA1-FFLuc reporter, luminescence, 48 h; response scale: scaled: vehicle 0%, 10 µM genistein 100%; Potency, µM (titrated, usually from 46.1 µM), for the others: top-dose activation, usual class: activators; 380,000 compounds, 1.1% hits; AID 624202; further: potency means the concentration at half of the fitted maximal effect; nearly all actives have a fitted effect of over 80% in size; some results filed as inactive show a strong effect at the top dose
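Cells: MCF7-BRCA1-FFLuc, 2000/well. Exposure: 48 h, 37 °C, 5% CO2. Read: luminescence, 15 min post-substrate. Controls: genistein 10 microM (maximal activation), DMSO (neutral).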
Numbers without * were called inactive; ? = inconclusive; . = not tested or not shown; [ ] = dose if it differs, or a comment. Unless noted, the call rests on the fitted dose curve; in most records, active means well fitted curve in the direction sought with a large enough effect; inconclusive means small, poorly fitted or top-dose-only effect, or another doubt; inactive means no such curve, though single readings can be large; an effect the other way counts as inactive or inconclusive.

#	SMILES	TRPV1 agonist	TSG101-PTAP inh	p53 reactivator	ELG1 repair inh	AT treatment	B2AR arrestin	TCR act	Integrin act MD	CXXC DNA block	BRCA1 expr act
1	COc1ccc(CCNC(=O)c2cc(S(=O)(=O)N3CCC4(CC3)OCCO4)ccc2F)cc1OC	0	-2%	-4%	9.2µM*	0%	0.6%	-5%	1%	-5%	-16%
2	CC(C)Cc1nnc(NC(=O)CCS(=O)(=O)c2ccc(Cl)cc2)s1	-6	-2%	-12%	3%	-2%	3.4%	-4%	-48%[inhibitor]	?	-25%
3	CCN(CC)C(=O)c1cn(CCC#N)nc1-c1ccc2c(c1)OCCO2	-2	-3%	-1%	7%	0%	-0.1%	4%	-1%	4%	16%
4	COc1ccccc1OCC(=O)OCC(=O)Nc1ncc(Cl)cc1Cl	0	-3%	3%	12%	6%	-2.0%	2%	3%	10%	-9%
5	O=C(NCCN1CCCCCC1)C1CC(=O)N(CCc2ccccc2)C1 (stereo not given)	0	-5%	-3%	-16%	-2%	0.4%	-3%	-11%	3%	-10%
6	CN(C)S(=O)(=O)c1cccc(NC(=S)NCCc2ccccn2)c1	0	0%	-2%	-6%	4%	-0.2%	2%	?	0%	6%
7	COc1ccc(Nc2cc(C)nc3c(C)cccc23)cc1OC	1	-2%	.	-6%	1%	0.3%	.	5%	3%	-5%
8	Cc1ccccc1-c1cc(C(=O)Nc2sc(C)c(C)c2C(N)=O)c2ccccc2n1	23	-2%	-5%	?	-4%	-0.3%	0%	-18%	-3%	-84%
9	O=C(Nc1cccc(F)c1)C1CCCN1C(=O)OCc1ccccc1 (stereo not given)	0	-7%	1%	?	-8%	1.0%	2%	0%	0%	8%
10	COc1ccc(OC)c(NS(=O)(=O)c2ccc(Cl)nc2)c1	2	5%	-13%	-23%	12%	0.9%	-1%[46.1 µM]	2%	-4%	-24%
11	CCN(CC)c1ccc(/C=N/OC(C)C(=O)Nc2ccc(C)cc2)cc1 (stereo not given)	24	2%	?	-7%	-4%	-0.2%	0%[46.1 µM]	-45%	7%	-13%
12	CC(NC(=O)c1ccc2ccccc2n1)c1ccccc1 (stereo not given)	?	-2%	-43%[inhibitor]	6%	-3%	0.4%	2%	2%	-10%	7%
13	CC(=O)Oc1ccc2nc(-c3ccco3)oc(=O)c2c1	-3	-7%	.	-5%	4%	-0.4%	2%	0%	20%	1%
14	O=C(Nc1ncnc2sc3c(c12)CCCCC3)c1ccccc1	3	-4%	2%	3%	6%	0.4%	2%	9%	-3%	-1%[1.84 µM]
15	Cc1cc2nn(-c3cccc4ccccc34)nc2cc1NC(=O)c1cccs1	-1	-6%	2%	-8%	.	-0.5%	0%	-10%	28%	-48%
16	Oc1[nH]c2ccccc2c1C=Nc1ccc2c(c1)OCCO2	16	-1%	.	?	5%	-0.5%	3%	23%	-3%	?
17	COc1ccccc1-c1nnn(CC#N)n1	0	1%	-6%	11%	-3%	-0.2%	0%	5%	-3%	-3%
18	O=S(=O)(c1ccc(-c2csc(=Nc3ccccc3)n2CCCN2CCOCC2)cc1)N1CCOCC1	4	-6%	8%	-22%	-10%	-0.4%	14%	-1%	-4%	-23%
19	Cc1ccc(C)c(NC(=S)c2ccccn2)c1	6	-11%	?	?	33%	11µM*	6%	-50%[inhibitor]	8%	15%
20	COc1ccc(CCNC(=O)Cn2c(=O)n(CC3CCCO3)c(=O)c3cc(OC)c(OC)cc32)cc1OC (stereo not given)	-2	0%	-1%	?	1%	0.1%	3%	-3%	-8%	2%
21	CCc1ccc(-c2cc3c(=O)n(CC(=O)NCc4ccccc4F)ncn3n2)cc1	0	-2%	10%	?	-7%	0.3%	5%	?	11%	74%
22	O=C(c1cnn2c(C(F)F)cc(-c3ccccc3)nc12)N1CCOCC1	-1	-7%	-5%	-9%	-9%	0.2%	-1%[46.1 µM]	-18%	-1%	-2%[1.84 µM]
23	Cc1ccccc1N1CCN(C2CCCN(C(=O)c3ccsc3)C2)CC1 (stereo not given)	-2	-9%	0%	0%	6%	-0.9%	-4%	-41%	5%	2%
24	O=C(CSc1nc2nn(-c3ccccc3)c(=O)c-2c2n1CCCCC2)Nc1ccc(F)cc1F	-1	-4%	3%	2%	-1%	0.4%	0%	0%	.	-1%
25	COCCN(CC(=O)Nc1ccccc1)S(=O)(=O)c1ccc(S(=O)(=O)N2CCCC2)cc1	13	-1%	3%	3%	8%	-0.1%	-4%	1%	0%	11%
26	S=C(NCCc1ccccn1)NC1CC2CCC1C2 (stereo not given)	-3	1%	14%	?	-8%	-0.7%	6%	28%	-2%	-52%
27	Cc1ccc(CNS(=O)(=O)c2cn(C)c(=O)n(C)c2=O)cc1	0	.	-3%	0%	5%	-0.4%	2%	-11%	4%	1%
28	C=CCn1c(=O)c2c3c(sc2n2c(Nc4ccc(C(=O)OCC)cc4)nnc12)CCCC3	22	-5%	-10%	-17%	-4%	0.0%	1%	-8%	18%	9%[1.84 µM]
29	Nc1[nH]n2c(=O)cc(-c3ccccc3)nc2c1N=Nc1ccc2c(c1)OCO2	-8	.	22%	5%	12%	0.4%	.	.	16%	.
30	Cc1cc(C)c(NC(=O)CSc2nc3ncc(Br)cc3[nH]2)c(C)c1	5	-1%	5%	4%	-5%	-0.3%	-8%	-37%	8%	-13%
31	Cc1ccc2cc(CCNC(=O)c3ccc(C)c([N+](=O)[O-])c3)c(=O)[nH]c2c1	0	1%	-3%	?	-2%	-1.5%	-5%[46.1 µM]	-1%	2%	-3%
32	O=S(=O)(NCc1ccccc1)c1cccs1	-4	-2%	-1%	6%	.	0.0%	-1%	-25%	6%	-17%
33	COC(=O)C(Cc1ccccc1)NC(=O)C(CC(C)C)NC(=O)OC(C)(C)C (stereo not given)	11	4%	5%	8%	4%	-0.2%	1%[46.1 µM]	25%	-1%	4%
34	CCc1ccc(CN(C)C(=O)c2cc(COc3ccc(-n4cncn4)cc3)on2)cc1	14	-2%	?	-13%	-1%	-0.2%	2%	-39%	-1%	32%
35	Cc1oc2c(c1C(=O)NCc1cccnc1)C(=O)c1ccccc1C2=O	-2	-4%	-12%	1.6µM*	30%	-0.8%	-1%	0%	-6%	-41%
36	Cc1nc(C)c(C(=O)N(c2ccccc2F)C(C(=O)NCC2CCCO2)c2ccccc2)s1 (stereo not given)	26	-2%	0%	-8%	-4%	-1.0%	5%	-33%	-12%	-13%

Reformatted: results already given.
[27] Cc1ccc(CNS(=O)(=O)c2cn(C)c(=O)n(C)c2=O)cc1
  TRPV1 agonist: 0
  TSG101-PTAP inh: .
  p53 reactivator: -3%
  ELG1 repair inh: 0%
  AT treatment: 5%
  B2AR arrestin: -0.4%
  TCR act: 2%
  Integrin act MD: -11%
  CXXC DNA block: 4%
  BRCA1 expr act: 1%

[28] C=CCn1c(=O)c2c3c(sc2n2c(Nc4ccc(C(=O)OCC)cc4)nnc12)CCCC3
  TRPV1 agonist: 22
  TSG101-PTAP inh: -5%
  p53 reactivator: -10%
  ELG1 repair inh: -17%
  AT treatment: -4%
  B2AR arrestin: 0.0%
  TCR act: 1%
  Integrin act MD: -8%
  CXXC DNA block: 18%
  BRCA1 expr act: 9%[1.84 µM]

[29] Nc1[nH]n2c(=O)cc(-c3ccccc3)nc2c1N=Nc1ccc2c(c1)OCO2
  TRPV1 agonist: -8
  TSG101-PTAP inh: .
  p53 reactivator: 22%
  ELG1 repair inh: 5%
  AT treatment: 12%
  B2AR arrestin: 0.4%
  TCR act: .
  Integrin act MD: .
  CXXC DNA block: 16%
  BRCA1 expr act: .

[30] Cc1cc(C)c(NC(=O)CSc2nc3ncc(Br)cc3[nH]2)c(C)c1
  TRPV1 agonist: 5
  TSG101-PTAP inh: -1%
  p53 reactivator: 5%
  ELG1 repair inh: 4%
  AT treatment: -5%
  B2AR arrestin: -0.3%
  TCR act: -8%
  Integrin act MD: -37%
  CXXC DNA block: 8%
  BRCA1 expr act: -13%

The list goes on.
#	SMILES	TRPV1 agonist	TSG101-PTAP inh	p53 reactivator	ELG1 repair inh	AT treatment	B2AR arrestin	TCR act	Integrin act MD	CXXC DNA block	BRCA1 expr act
37	CCCC[C@H](CN(N=O)[C@@H](Cc1ccccc1)CN(C)N=O)N(CCc1ccccc1)N=O	4	0%	-2%	-4%	-3%	-0.1%	5%	-20%	-10%	-2%
38	CSc1nc(Cl)cc(=O)[nH]1	3	-1%	-1%	4%	0%	0.2%	-4%	8%	-1%	-1%
39	CC(C)C(=O)Nc1nnc(SCC(=O)NC2CCCC2)s1	0	-3%	-5%	2%	28%	0.0%	-2%	8%	-2%	-1%
40	CCOc1cccc(/C=N/NC(=S)NCCN2CCOCC2)c1O	2	0%	-2%	13µM*	0%	-0.7%	-2%	-37%	-5%	-18%
